Source: PubChem BioAssay
PKA-R2B act: activators of PKA-R2B holoenzyme, primary screen, biochemical, fluorescence polarization, Cy5-IP20, human. cAMP-dependent protein kinase catalytic subunit beta (Homo sapiens) + cAMP-dependent …. PKA-R2B holoenzyme dissociation; R2B truncated from residue 108, S112A mutant; 0% DMSO only, 100% 113 µM cGMP. activation, % at 11.4 µM. hit rate 0.079% among 340,000. AID 504700, 2011;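 active = activation above a cutoff set at the mean over all compounds plus 3 SD, cut at about 18% in these data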;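 also: higher means more holoenzyme dissociation and a rise in polarization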
Target sequence (P31323 whole entry, looked up, other chains not shown, the tested form may be a part): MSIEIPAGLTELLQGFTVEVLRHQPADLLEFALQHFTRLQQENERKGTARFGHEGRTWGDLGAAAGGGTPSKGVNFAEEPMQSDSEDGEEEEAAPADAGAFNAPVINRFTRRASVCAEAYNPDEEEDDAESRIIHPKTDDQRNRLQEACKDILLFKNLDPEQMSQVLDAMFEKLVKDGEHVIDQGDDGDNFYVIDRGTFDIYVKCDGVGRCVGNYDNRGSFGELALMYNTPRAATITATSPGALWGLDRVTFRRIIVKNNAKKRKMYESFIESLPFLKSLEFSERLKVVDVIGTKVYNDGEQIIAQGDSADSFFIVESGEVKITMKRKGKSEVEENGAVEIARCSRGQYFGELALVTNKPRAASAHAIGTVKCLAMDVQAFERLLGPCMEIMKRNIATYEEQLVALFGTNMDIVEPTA
C-LANA FP: inhibitors of KSHV C-LANA binding to DNA, primary screen, biochemical, fluorescence polarization, FAM-LBS DNA, MBP-C-LANA, single point; Kaposi's sarcoma herpesvirus LANA C-terminal domain (residues 932-1162) DNA binding; inhibition, % at 9 µM; hit rate 0.078% among 340,000;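 active = highest replicate inhibition at or above 60% at 9 µM, even if other replicates fall short; inactive = all replicates below 60% inhibition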;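 also: 0% = neutral control wells and 100% = 4 µM acridine orange control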
Arr AP2 block: inhibitors of beta-arrestin/AP2 binding, primary screen, biochemical, GPCR trafficking, flow cytometry | beta-arrestin 1 C-terminal peptide binding to AP2 beta2-adaptin appendage (human) | FITC-arrestin peptide / GST-AP2 beads; AP2 beta2 appendage carries R879A mutation | inhibition, % at 10 µM | hit rate 0.31% among 340,000;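 active = inhibition above a set limit, near 3 SD of compounds lacking own fluorescence, cut at about 54% in these data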;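 also: plate controls were DMSO wells for no effect and 5 µM unlabelled arrestin peptide for full effect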
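System: GST-tagged AP2 beta2-adaptin appendage (R879A) on 4 µm glutathione beads / Reagent: FITC-arrestin peptide, 50 nM / Detection: HyperCyt-sampled flow cytometry, FL1 channel, ex 488/em 535 nm / Timing: 12 min plus 1 h, RT / Buffer or medium: PBS plus Tween 20 (0.05%) and BSA (0.1%)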
NSD2 HMT inh: NSD2 histone methyltransferase inhibitors, primary screen, biochemical, AlphaScreen, single concentration, set 2; inhibition, % at 12.5 µM; hit rate 0.54% among 310,000; NSD2 peptide methylation, 120 min; Histone-lysine N-methyltransferase NSD2 (Homo sapiens), O96028; AID 743445, 2014; in the data active = inhibition above about 50%
RTF Ca sens inh: cardiac RTF calcium sensitivity inhibitors, primary screen, biochemical, IANBD-TnC fluorescence, EC70 calcium; Troponin I, cardiac muscle (Homo sapiens) + Troponin T, cardiac muscle (Homo sapiens) + …; IANBD-labeled cardiac RTF, Ca2+ fluorescence; inhibition, % at 7.15 µM; hit rate 0.12% among 340,000; AID 493244, 2011;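 active = inhibition above the mean inhibition of all tested compounds plus 3 SD, cut at about 17% in these data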;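 also: assay run at fixed EC70 calcium of 1.6 mM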
PvdQ inh: P. aeruginosa PvdQ acylase inhibitors, primary screen, biochemical, fluorescence, plate reader and imaging, single point; inhibition, % at 10 µM; AID 488965, 2010; purified PvdQ acylase; hit rate 0.063% among 340,000; in the data active = inhibition above about 30%, passing the limit was not always enough;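 also: 0% = vehicle neutral wells and 100% = reference inhibitor wells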
SR-BI DiI-HDL act: activators of SR-BI mediated DiI-HDL uptake, primary screen, ldlA[mSR-BI] CHO cells, DiI fluorescence; 3 h; 100 = double the neutral-control signal; activation, % at 12.5 µM; hit rate 0.096% among 320,000; AID 504775, 2011;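 active = mean replicate activation of at least 60% and every replicate at or above 60%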;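 also: 0% = median plate neutral-control signal and 100% = twice that signal; values of inactives mirror those of a sister screen read the other way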
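Material – SR-BI-overexpressing, LDLR-lacking CHO cells · Medium – BSA-supplemented, HEPES-buffered Ham's F12, pH 7.4 · Doses – single concentration · Times – compound with DiI-HDL co-incubation, 3 h at 37 °C · Measured by – bottom-read fluorescence, 550/595 nm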
Keap1-Nrf2 PPI: Keap1-Nrf2 protein-protein interaction inhibitors, primary screen, biochemical, fluorescence polarization, single point; Kelch-like ECH-associated protein 1 (Homo sapiens), Q14145; Keap1 Kelch-Nrf2 peptide fluorescence polarization, 1536-well; inhibition, % at 9.4 µM; hit rate 0.15% among 340,000; in the data active = inhibition above about 12%;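 also: human Keap1 Kelch domain with fluorescein labeled Nrf2 9mer peptide probe; 0% = neutral control wells and 100% = peptide positive control; higher means more block of Keap1 binding to Nrf2 peptide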
DAGLB inhibitor: DAGLB lipase inhibitors, primary screen, biochemical, fluorescence, HTS; Diacylglycerol lipase-beta (Homo sapiens), Q8NCG7; HEK293T DAGLB membrane lysate, EnzChek fluorogenic substrate; inhibition, % at 5.17 µM; hit rate 0.059% among 340,000; AID 504411, 2011; in the data active = inhibition above about 34%;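 also: 0% = enzyme with vehicle and 100% = wells lacking enzyme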
Target sequence (Q8NCG7 whole entry, looked up): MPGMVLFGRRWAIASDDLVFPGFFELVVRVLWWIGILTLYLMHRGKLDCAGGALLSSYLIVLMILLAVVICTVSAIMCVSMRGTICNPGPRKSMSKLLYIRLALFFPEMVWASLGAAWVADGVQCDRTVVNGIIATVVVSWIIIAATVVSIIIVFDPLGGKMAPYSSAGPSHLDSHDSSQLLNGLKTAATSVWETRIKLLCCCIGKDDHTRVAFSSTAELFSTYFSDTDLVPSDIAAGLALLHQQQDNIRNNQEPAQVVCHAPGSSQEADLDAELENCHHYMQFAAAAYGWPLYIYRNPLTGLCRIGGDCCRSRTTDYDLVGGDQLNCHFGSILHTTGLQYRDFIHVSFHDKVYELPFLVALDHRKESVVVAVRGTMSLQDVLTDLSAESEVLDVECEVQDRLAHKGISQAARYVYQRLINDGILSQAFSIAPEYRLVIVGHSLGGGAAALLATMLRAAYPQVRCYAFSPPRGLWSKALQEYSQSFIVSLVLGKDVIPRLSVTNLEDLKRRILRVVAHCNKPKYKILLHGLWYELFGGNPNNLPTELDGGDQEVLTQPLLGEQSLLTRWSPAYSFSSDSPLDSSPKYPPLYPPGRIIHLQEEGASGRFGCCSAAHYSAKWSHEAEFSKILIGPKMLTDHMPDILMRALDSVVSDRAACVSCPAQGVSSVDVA
SR-BI DiI inh: inhibitors of SR-BI mediated HDL lipid uptake, primary screen, ldlA[mSR-BI] cells, fluorescence, single point | Scavenger receptor class B member 1 (Mus musculus), Q61009 | ldlA[mSR-BI] CHO cells, DiI-HDL uptake fluorescence, 3 h | inhibition, % at 12.5 µM | hit rate 0.96% among 320,000 | AID 488896, 2010;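 active = mean replicate inhibition of at least 70% and a set share of replicates each scoring 70 or more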;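 also: 0% = median of neutral control wells and 100% = median of positive control wells; values of inactives mirror those of a sister screen read the other way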
The depositor's hits bear a star; . = no result given.

SMILES	PKA-R2B act	C-LANA FP	Arr AP2 block	NSD2 HMT inh	RTF Ca sens inh	PvdQ inh	SR-BI DiI-HDL act	Keap1-Nrf2 PPI	DAGLB inhibitor	SR-BI DiI inh
Cc1nc(-c2ccccc2)nc2[nH]c(-c3ccccc3)cc(=O)c12	2	0.2	9	0	-18	18	-47	-1	-2	47
O=C(CNS(=O)(=O)c1ccc(F)c(Cl)c1)N1CCCC1	12	0.0	3	-1	-8	-7	18	-2	-1	-18
COc1ccc(Cc2nnc(NS(=O)(=O)c3ccc(Cl)cc3)s2)cc1OC	-10	-0.1	19	0	-11	-1	12	2	3	-12
CCOC(=O)C1=C(COC(=O)/C=C/c2cc(Br)ccc2F)NC(=O)NC1C (stereo not drawn)	-10	-1.3	-13	-1	-5	-14	-18	0	2	18
CCCNC(=O)CSc1n[nH]c(=O)n1CCc1ccccc1	-7	0.5	1	-4	-5	-15	0	2	-2	0
S=C(NCc1ccc(Cl)cc1)NCc1ccccn1	-5	-1.5	38	4	-2	8	1	0	-4	-1
CCCCN(C)C(=O)CCC(=O)NNc1nc2ccccc2c2nc(C)nn12	-1	-3.0	13	-1	0	10	41	-5	-1	-41
O=C(NC(=S)Nc1ccccc1N1CCCC1)c1ccc([N+](=O)[O-])cc1	-8	-1.5	1	6	3	-3	-35	-3	4	35
Cc1nc([N+](=O)[O-])c(Sc2nc3ccc([N+](=O)[O-])cc3[nH]2)n1Cc1ccccc1	-9	-0.8	4	11	-9	-22	44	-5	7	-44
Cc1ccc(-n2cc(C(=O)c3ccccc3O)cn2)cc1	3	2.9	3	-8	-3	20	-18	-6	-13	18
Cc1ccc(NC(=O)c2cccnc2)cc1S(=O)(=O)N(C)C	-8	-1.4	14	-13	2	4	15	-4	1	-15
CN1CCC(N(C)C(=S)NC(=O)c2cc(-c3cccc(Br)c3)nc3ccccc23)CC1	-5	-0.7	13	1	-5	-1	1	0	-1	-1
Cn1c(=O)cc(SCC(=O)N2CCCC2)c2ccc(Cl)cc21	0	2.4	12	-1	0	18	-26	0	0	26
O=C1CCCC(O)=C1N=Nc1ccc(C(=O)O)cc1	3	71*	-15	96*	12	-1	.	5	-1	.
CCOC(=O)c1[nH]c2ccc(Cl)cc2c1-c1ccccc1	-9	-1.8	13	-3	1	3	-34	-5	-7	34
O=C1c2ccccc2/C(=C\C#Cc2ccccn2)N1c1ccccc1	0	-0.6	-2	.	-10	14	6	1	-4	-6
CCOC(=O)C1CCN(C(=O)CSC2=NCCS2)CC1	-13	-1.7	5	-5	-8	-13	19	-5	-1	-19
COCCn1c(SCC(=O)NC2(C#N)CCCCC2)nc2ccccc2c1=O	12	-0.9	5	0	-13	-7	14	-5	2	-14
COc1ccc(NS(=O)(=O)c2cc(NC(=O)C3CCCO3)ccc2N2CCCC2)cc1 (stereo not drawn)	4	-1.3	-13	-2	1	-9	2	2	1	-2
CCN(CC)CC(=O)N1c2ccccc2Sc2ccccc21	2	0.5	15	16	-12	-7	-3	1	2	3
COc1ccc(-c2cnnn2-c2ccc(NC(=O)c3ccc(S(=O)(=O)N4CCCCC4)cc3)cc2)cc1	4	1.0	-6	0	-13	-6	-53	4	0	53
CCN(CC)c1ccc(C2=NNC(=O)CC2C)cc1[N+](=O)[O-] (stereo not drawn)	-5	0.1	-3	14	-2	-5	-9	1	9	15
CC1Cn2c(CCc3ccccc3)nnc2S1 (stereo not drawn)	-6	-0.3	35	.	-6	14	-4	-2	1	4
CCCCCc1nc2c(c(=O)c3ccccc3n2C)c(=O)n1Cc1ccc(OC)cc1	6	-4.8	18	3	-4	-3	-7	0	-3	7
CCc1nnc(NC(=O)CSc2nnc(C(C)NC(=O)c3ccccc3)n2C)s1 (stereo not drawn)	-5	-1.6	0	-6	-9	-6	8	-1	-3	-8
Cc1ccc(-c2noc(C3CCN(S(C)(=O)=O)CC3)n2)o1	9	-1.2	5	-8	-4	-15	7	2	-2	-7
CCCCCCSc1ccc(-c2nc3ccc(Cl)cn3c2NC2CCCCC2)cc1	5	-1.3	-2	.	4	-10	9	-8	-2	-9
CCOC(=O)c1ccc(S(=O)(=O)NC2CC2)cc1	1	-0.2	0	1	-1	-14	.	4	-3	.
Cc1ccc(NC(=O)CCCCCC2NC(=O)NC2C)cc1 (stereo not drawn)	-11	-0.2	0	136*	-12	-13	4	-3	-1	-4
COc1ccc(/C=C2/SC(=O)N(CCNC(=O)C3COc4ccccc4O3)C2=O)cc1 (stereo not drawn)	-8	-1.5	-7	1	-12	-9	44	-7	-3	-44

3 entries out of the list, arranged by SMILES length, largest number first:
SMILES	PKA-R2B act	C-LANA FP	Arr AP2 block	NSD2 HMT inh	RTF Ca sens inh	PvdQ inh	SR-BI DiI-HDL act	Keap1-Nrf2 PPI	DAGLB inhibitor	SR-BI DiI inh
COc1ccc(/C=C2/SC(=O)N(CCNC(=O)C3COc4ccccc4O3)C2=O)cc1 (stereo not drawn)	-8	-1.5	-7	1	-12	-9	44	-7	-3	-44
CCN(CC)c1ccc(C2=NNC(=O)CC2C)cc1[N+](=O)[O-] (stereo not drawn)	-5	0.1	-3	14	-2	-5	-9	1	9	15
Cc1ccc(-c2noc(C3CCN(S(C)(=O)=O)CC3)n2)o1	9	-1.2	5	-8	-4	-15	7	2	-2	-7

(next part)
SMILES	PKA-R2B act	C-LANA FP	Arr AP2 block	NSD2 HMT inh	RTF Ca sens inh	PvdQ inh	SR-BI DiI-HDL act	Keap1-Nrf2 PPI	DAGLB inhibitor	SR-BI DiI inh
Cc1ccc(C(=O)OCC(=O)NNC(=O)COc2ccc(Cl)cc2)c(O)c1	-7	0.7	-6	2	-3	-14	0	-1	3	0
COc1ccc(CCNCC(O)COc2cccc(Br)c2)cc1OC (stereo not drawn)	-3	1.0	2	15	8	-11	14	-6	-2	-14
COc1ccc(N2CCN(C(=O)c3cn(C4CCCC4)c(=O)c4c3c3ccccc3n4C)CC2)cc1	-3	0.3	-6	2	-24	6	-18	-1	4	18
CN(Cc1ccccc1F)c1nc(-c2cccs2)nc2ccccc12	-4	4.3	1	-37	3	-8	-17	1	-9	17
COc1cc(CNn2nnnc2N)ccc1OCc1c(Cl)cccc1Cl	2	1.1	0	1	-3	-11	-6	2	-1	6
COc1ccc([C@H]2CC(=O)C=C(c3ccccc3)C2)cc1	7	0.0	16	.	2	4	-31	1	-10	31
O=C(OCC(=O)N1CCOCC1)c1cccc(F)c1	-3	-1.4	20	2	-15	-6	.	1	3	.
Cc1nn(Cc2ccccc2)c(C)c1/C=N/NC(=O)c1ccncc1	-14	0.6	0	1	-2	-13	-11	-6	4	11
COc1ccc(CN(C(=O)c2ccccc2OC)C2CCS(=O)(=O)C2)cc1 (stereo not drawn)	-5	-2.1	8	7	-1	-15	11	0	1	-11
O=C(COC(=O)COc1ccc2c(c1)CCC2)Nc1ccccc1	-6	-1.2	-1	-2	-1	-16	27	-4	-3	-27
COc1ccc(CCC(=O)Nc2nc3ccccc3[nH]2)cc1OC	-11	3.2	-6	5	-11	-15	16	2	0	-16
O=C(CSc1nnc2ccccn12)Nc1cccc(S(=O)(=O)N2CCOCC2)c1	-2	0.4	19	-1	-2	8	16	-1	0	-16
Cc1ccc(S(=O)(=O)N2[C@@H](c3ccc(C(C)(C)C)cc3)C(C(=O)O)=CC[C@H]2c2ccc(Cl)c(Cl)c2)cc1	-3	-0.6	3	.	-1	3	-3	-5	6	3
O=C1CCC2(CCCCC2)N1	6	-2.2	6	0	-2	-9	4	-4	4	-4
CN(C)C(=O)C[n+]1ccc(C(N)=O)cc1	1	2.5	16	-4	-6	-15	21	2	-2	-21
CCOc1cc(CN2CCN(C(=O)CC(C)C)CC2)ccc1OC	-5	-1.3	22	-2	6	-6	-2	-4	-4	2
CCOC(=O)C1CCN(C(=O)Cn2nc(CC)n3cccc3c2=O)CC1	0	-1.3	-16	0	-1	-14	8	-6	0	-8
O=C(NCCc1ccccn1)c1ccc2nc(Cc3ccccc3F)oc2c1	-5	-1.8	-9	4	-2	-31	3	-2	0	-3
CC(NC(=O)c1cccc(OC2CCN(C3CCN(C)CC3)CC2)c1)c1ccccc1 (stereo not drawn)	-4	0.9	4	2	-1	6	5	-1	1	-5
CCn1cc(/C=N\NC(=O)c2ccc(F)cc2)cn1	-3	-0.5	-4	-3	-9	-9	14	-8	-1	-14
C=CCN1C=C2C(=O)C(C)(OC(=O)CCc3ccccc3)C(=O)C=C2C=C1c1ccc(C#N)cc1 (stereo not drawn)	-4	2.6	34	.	-7	-6	-10	-1	4	10
COC(=O)c1cc(-c2ccc(OC)c(OC)c2)on1	-3	-1.3	0	-2	0	-12	17	-2	0	-11
CCOC(=O)c1ccc(N2C(=O)c3n[nH]c(C)c3C2c2ccc(OC)cc2)cc1 (stereo not drawn)	-3	0.4	9	1	3	9	9	-1	2	-9
Cc1cc(C)cc(-c2nnc(SCC(=O)NCC3CCCO3)o2)c1 (stereo not drawn)	-9	-0.1	0	-1	-9	8	-9	-1	-2	9
C=CCOc1ccc(/C=C/C(=O)OCC(=O)N(C)C2CCS(=O)(=O)C2)cc1 (stereo not drawn)	-4	1.7	-6	-6	-1	-8	-11	5	0	11
O=C(O)c1cnc(-c2ccccc2)nc1Sc1ccc(Cl)cc1Cl	4	-0.3	1	3	16	-8	4	-6	6	-4
COc1cccc(C2C(C#N)=C(C)NC3=C2C(=O)CC(C)(C)C3)c1 (stereo not drawn)	-16	-0.1	1	-6	0	-16	-6	-3	0	6
CC(OC(=O)c1ccc(-c2ccc(O)cc2)cc1)C(=O)NC1CCCCC1C (stereo not drawn)	-9	3.4	3	-1	12	-5	-26	-3	0	26
COc1cc(/C=N/NC(=O)c2ccc(O)cc2)ccc1OCC(=O)Nc1cccc([N+](=O)[O-])c1	5	-0.4	3	-3	-5	-12	-51	-2	-3	51
CCOC(=O)N1CCN(C(=O)c2ccccc2-c2ccccc2)CC1	-2	1.1	16	-1	-8	-9	-22	1	-1	22
Cc1noc(C)c1NC(=O)N(C)C[C@H]1Oc2ccc(NS(=O)(=O)c3ccccc3)cc2C(=O)N([C@H](C)CO)C[C@@H]1C	8	0.0	12	.	-21	-7	-9	-2	0	9
